Screens from PubChem BioAssay.
Menin-MLL TR inh – menin-MLL binding inhibition, Texas Red mutant peptide | Menin + Texas Red MLL mutant peptide, fluorescence polarization | Potency, µM (highest dose often 61.6 µM), inactives show at the top dose FP activity change, negative = inhibition, hits mostly inhibitors | AID 1768 | O00255 | 270,000 compounds, 0.23% hits; active means well fitted inhibition curve with a large enough effect in the polarisation, with a control signal flat, not every such curve was filed as active; inconclusive means small, poorly fitted or top-dose-only effect, or effect the other way, or a change in a side signal; inactive means no such curve, though single readings can be large or run the other way; the % refers to the polarisation; further: potency means the concentration at half of the fitted maximal effect; % of control where 0% means no effect; many of its hits are not listed in these tables
KCNH2 3.1 inh – blocks the human KCNH2 3.1 channel isoform. 340,000 compounds, 0.95% hits. activity change, % (tested at about 1.8 µM). AID 720553. U2OS KCNH2 3.1, thallium flux FluxOr; stronger effect = lower value;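 active means maximum activity change below -70%; inconclusive means maximum activity change from -70% to -50%; inactive means maximum activity change above -50%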;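 further: thallium influx rate constant from kinetic fluorescence after stimulation buffer; on the % scale 0 is the no-effect control and ±100 the full control effect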
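Virally transduced U2OS (3.1 isoform, 4 h infection in dark at RT) → overnight 37 C → FluxOr + Red40 in HBSS/HEPES, 45 min → stimulation buffer, 2 min kinetic read → rate constant vs DMSO controls.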
PKM2 activator – PKM2 (human) enzyme activation; P14618; purified PKM2, Kinase-Glo ATP luminescence, activation; response scale: 0% is enzyme alone, no compound; Potency, µM (highest dose often 57.5 µM), for the others: at the highest dose activation, usual class: activators; 260,000 compounds, 0.34% hits; further: potency means the concentration at half of the fitted maximal effect; on the % scale 0 is the no-effect control and ±100 the full control effect; nearly all actives have a fitted effect of over 55% in size
Target sequence (P14618 whole entry, looked up): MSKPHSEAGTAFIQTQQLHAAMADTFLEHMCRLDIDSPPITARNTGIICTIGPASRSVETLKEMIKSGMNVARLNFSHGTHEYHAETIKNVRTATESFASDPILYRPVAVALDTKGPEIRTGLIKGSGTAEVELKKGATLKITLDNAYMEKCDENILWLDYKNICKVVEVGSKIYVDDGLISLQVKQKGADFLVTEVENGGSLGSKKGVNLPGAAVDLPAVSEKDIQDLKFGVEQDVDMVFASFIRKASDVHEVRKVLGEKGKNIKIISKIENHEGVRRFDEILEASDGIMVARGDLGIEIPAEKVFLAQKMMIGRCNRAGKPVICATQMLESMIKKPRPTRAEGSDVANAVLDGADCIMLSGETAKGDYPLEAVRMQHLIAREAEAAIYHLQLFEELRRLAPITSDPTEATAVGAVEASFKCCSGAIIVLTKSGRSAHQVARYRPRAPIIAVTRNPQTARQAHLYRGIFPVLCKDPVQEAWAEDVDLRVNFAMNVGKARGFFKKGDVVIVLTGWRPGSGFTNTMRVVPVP
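ATP formation by purified human PK-M2, quantified via coupled luciferase luminescence after 1 h at room temperature with 0.1 mM ADP and 0.5 mM PEP final.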
MLL CXXC-DNA inh – inhibitors of human MLL CXXC domain-DNA interaction | Q03164 | MLL-CXXC / FITC-HOXA9 DNA fluorescence polarization | AID 2662 | Potency, µM (top dose mostly 115 µM), for the others: at the top dose activity change, negative = inhibition, most hits filed as inhibitors | 290,000 compounds, 0.037% hits; active means well fitted inhibition curve with a large enough effect in the polarisation, with a control signal flat, not every such curve was filed as active; inconclusive means small, poorly fitted or top-dose-only effect, or effect the other way, or a change in a side signal; inactive means no such curve, though single readings can be large or run the other way; the % refers to the polarisation; further: potency means the concentration at half of the fitted maximal effect
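Steps: dispense CXXC domain solution (7 uM) → pin compounds or unlabeled HOX-A9 DNA control → 5 min ambient → add FLSN-HOX-A9 solution (50 nM) → spin → 30 min ambient → fluorescence polarization. Tris pH 7.5/NaCl/DTT/BSA buffer.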
USP2a block – USP2a (human) protease inhibition; USP2 core, Ub-CHOP2 coupled fluorogenic reporter, 485/531; Potency, µM (series often up to 38.3 µM), for the others: top-dose activity change, negative = inhibition, usual class: inhibitors; 330,000 compounds, 0.01% hits; O75604;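 further: potency means the concentration at half of the fitted maximal effect; plate controls were DMSO wells for no effect and full inhibition by NEM control for full effect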
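Deubiquitinase activity read as fluorescence (485/531 nm) after Ub-CHOP2 cleavage activates the enterokinase reporter on its substrate; USP2 core 10nM, Ub-CHOP2 and substrate 25nM each, 30min compound preincubation then 60min RT; data normalized to NEM, curves fitted.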
hERG WT inh – KCNH2 (human, wildtype) channel inhibition. Q12809. U2OS, BacMam KCNH2, thallium flux FluxOr; stronger effect = lower value. 340,000 compounds, 0.37% hits. activity change, % at 1.84 µM;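 active means maximum activity change below -70%; inconclusive means maximum activity change between -70% and -50%; inactive means maximum activity change above -50%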; further: on the % scale 0 is the no-effect control and ±100 the full control effect
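U2OS cells were transduced with wild-type KCNH2 virus (2.03 x 10^8 / mL) for 4 h at room temperature, then cultured overnight at 37 C. Thallium flux was read with FluxOr dye. Rate constants were normalized to DMSO controls.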
B2AR arrestin – recruits beta-arrestin to the human beta2-adrenergic receptor | AID 492947 | beta-arrestin recruitment to beta2AR, cell-based reporter | 330,000 compounds, 0.02% hits | Potency, µM (doses to about 46.1 µM), for the others: top-dose activation, usual class: activators | P07550;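 further: potency means the concentration at half of the fitted maximal effect; 0% = DMSO controls and full agonism = EC100 isoproterenol or metaproterenol; nearly all actives have a fitted effect of over 65% in size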
GALK inh – inhibitors of human galactokinase | P51570 | Potency, µM (titrated, usually from 57.5 µM), inactives show at the top dose activity change, negative = inhibition, most hits filed as inhibitors | AID 1868 | Purified GALK, Kinase-Glo residual ATP luminescence | 270,000 compounds, 0.007% hits; further: potency means the concentration at half of the fitted maximal effect; on the % scale 0 is the no-effect control and ±100 the full control effect
Target sequence (P51570 whole entry, looked up): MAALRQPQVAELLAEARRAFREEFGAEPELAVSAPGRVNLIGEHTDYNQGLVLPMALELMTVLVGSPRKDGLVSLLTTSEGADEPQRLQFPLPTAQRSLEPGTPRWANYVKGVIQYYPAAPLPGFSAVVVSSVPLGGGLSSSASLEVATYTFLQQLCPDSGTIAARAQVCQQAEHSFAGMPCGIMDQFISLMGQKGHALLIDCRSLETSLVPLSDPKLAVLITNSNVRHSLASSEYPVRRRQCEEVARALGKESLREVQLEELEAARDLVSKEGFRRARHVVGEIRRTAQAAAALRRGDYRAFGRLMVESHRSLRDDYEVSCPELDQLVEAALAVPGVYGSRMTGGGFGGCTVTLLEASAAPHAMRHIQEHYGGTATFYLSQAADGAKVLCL
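Compounds were pin-transferred into ATP buffer (35 uM final), then GALK plus galactose (5 nM, 100 uM final) was added. After 1 h at room temperature, Kinase-Glo Plus was added and luminescence read after 10 min.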
TRPV1 ag – agonists of human vanilloid receptor 1 (TRPV1) | TRPV1-expressing cells, Fluo-8 calcium influx, agonist mode | activation, % at 8.33 µM | 320,000 compounds, 0.19% hits | AID 540275; in the data active means activation above about 80%; inconclusive means between about 30% and that limit; further: 0% is about no effect
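TRPV1-expressing cells were cultured overnight at 35.5C and loaded with Fluo-8 calcium dye for 40 to 90 min at room temperature. After a 10 s baseline, compound was added and calcium influx was read kinetically for 3 min (ex 480/em 520 nm).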
Coupling enz – counter-screen for Giardia aldolase inhibitors: coupling enzyme system | coupling enzyme system counterscreen, AmpLite Red fluorescence | AID 2472 | activity change, negative = inhibition, % at 58.2 µM, hits read low | 290,000 compounds, 0.67% hits; in the data active means activity change below about -30%; further: on the % scale 0 is the no-effect control and ±100 the full control effect
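First, compound is pin-transferred into glyceraldehyde-3-phosphate coupling-enzyme reagent at 57.5 uM final and held 10 min at RT. Next, substrate, coupling system and AmpLite Red are added. After 20 min RT, fluorescence (525/598 nm) is read.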
Giardia killer – kills Giardia lamblia; activity change, % at 7.66 µM, hits read low; Giardia lamblia trophozoite viability; 340,000 compounds, 0.15% hits; AID 540267; in the data active means activity change below about -80%; inconclusive means between about -30% and that limit;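 further: parasites exposed to compound for two days anaerobically before the ATP read; on the % scale 0 is the no-effect control and ±100 the full control effect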
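Each well holds 100 Giardia trophozoites and compound. After two days (48 hrs) at 37 deg C in anaerobic conditions, ATP is quantified by luminescence.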
* marks the source's active call; other numbers are inactive results; & = joins results of further samples; [ ] = remark or other dose. Unless noted, the call rests on the fitted dose curve; in most records, active means well fitted curve in the direction sought with a large enough effect; inconclusive means small, poorly fitted or top-dose-only effect, or another doubt; inactive means no such curve, though single readings can be large; an effect the other way counts as inactive or inconclusive.

CCSc1nnc(-c2cccc(S(=O)(=O)N(CC)CC)c2)n1Cc1ccccc1 was read as Menin-MLL TR inh inconclusive, KCNH2 3.1 inh -17, PKM2 activator -3%, MLL CXXC-DNA inh -3%, USP2a block 0%, hERG WT inh 21, B2AR arrestin 0.1%, GALK inh 2%, TRPV1 ag 5, Coupling enz -2 and Giardia killer -8.
NC(=O)c1nsc(C(=O)N(Cc2ccco2)C(C(=O)NCC2CCCO2)c2ccc(F)cc2)c1N (stereo not given) was read as Menin-MLL TR inh -19%, KCNH2 3.1 inh -19, PKM2 activator 2%, MLL CXXC-DNA inh -4%, USP2a block 1%, hERG WT inh 6, B2AR arrestin -0.1%, GALK inh 0%, TRPV1 ag -3, Coupling enz 3 and Giardia killer -11.
`O=C(O)c1ccc(CNCc2cccc(Cl)c2Cl)cc1` gave Menin-MLL TR inh 21%, KCNH2 3.1 inh 15, PKM2 activator -3%, MLL CXXC-DNA inh 0%, USP2a block -1%, hERG WT inh 54, B2AR arrestin 0.2%, GALK inh -3%, TRPV1 ag 3, Coupling enz 8 and Giardia killer 1.
For O=C(CN1CCN(Cc2ccccc2)CC1)N/N=C/C=C/c1ccccc1[N+](=O)[O-] the results were Menin-MLL TR inh -11%, KCNH2 3.1 inh -1, PKM2 activator 5%, MLL CXXC-DNA inh 4%, USP2a block 0%, hERG WT inh 8, B2AR arrestin -0.6%, GALK inh 1%, TRPV1 ag 0, Coupling enz 5 and Giardia killer -25.
COc1ccc(S(=O)(=O)N2CCOCC2)cc1NC(=O)c1ccncc1 was read as KCNH2 3.1 inh 5, USP2a block -1%, hERG WT inh 1, B2AR arrestin 0.3%, TRPV1 ag -1 and Giardia killer 12.
`Nn1c(SCC(=O)NC(=O)NC2CCCC2)nnc1-c1ccccc1F` gave Menin-MLL TR inh -7%, KCNH2 3.1 inh -7, PKM2 activator 0%, MLL CXXC-DNA inh 8%, USP2a block 1%, hERG WT inh 2, B2AR arrestin 0.5%, GALK inh 1%, TRPV1 ag 17, Coupling enz -2 and Giardia killer 27.
For CCOc1ccc(-n2c(SCC(=O)NC3CCS(=O)(=O)C3)nnc2-c2cccnc2)cc1 (stereo not given) the results were Menin-MLL TR inh -5%, KCNH2 3.1 inh 13, PKM2 activator -1%, MLL CXXC-DNA inh -3%, USP2a block -4%, hERG WT inh -17, B2AR arrestin 0.2%, GALK inh 10%, TRPV1 ag -1, Coupling enz 5 and Giardia killer 6.
For Cc1cc(Nc2c(C)n(C)n(-c3ccccc3)c2=O)n2c(nc3ccccc32)c1C#N the results were Menin-MLL TR inh -16%, KCNH2 3.1 inh 24, PKM2 activator 2%, MLL CXXC-DNA inh 3%, USP2a block -1%, hERG WT inh 13, B2AR arrestin -0.1%, GALK inh -4%, TRPV1 ag 2, Coupling enz 0 and Giardia killer -10.
Screening O=c1cc(O)c2c(=O)n(-c3ccccc3)c3c(c2o1)CCCCC3 returned Menin-MLL TR inh -15%, KCNH2 3.1 inh -3, PKM2 activator -2%, MLL CXXC-DNA inh -7%, USP2a block 2%, hERG WT inh -4, B2AR arrestin -0.6%, GALK inh -5%, TRPV1 ag -9, Coupling enz 6 and Giardia killer -23.
CCCN(CCC)CC(O)Cn1cc(/C=C/C(=O)c2cccs2)c2ccccc21 (stereo not given) was read as Menin-MLL TR inh -3%, KCNH2 3.1 inh -9, PKM2 activator 5%, MLL CXXC-DNA inh 98%[activator], USP2a block 8%, hERG WT inh 2, B2AR arrestin 3.4%, GALK inh 0%, TRPV1 ag 18, Coupling enz -2 and Giardia killer 16.
`O=C(O)c1cccc(N/N=C/c2cn(-c3ccccc3)nc2-c2cccs2)c1` gave Menin-MLL TR inh inconclusive, PKM2 activator 6%, MLL CXXC-DNA inh -2%, USP2a block 2%, B2AR arrestin -0.8%, GALK inh -1%, TRPV1 ag 8, Coupling enz 2 and Giardia killer -17.
COc1ccc(C)cc1NC(=O)CN1CCN(S(=O)(=O)c2ccc(C(C)C)cc2)CC1 was read as Menin-MLL TR inh -1%, KCNH2 3.1 inh 20, PKM2 activator -3%, MLL CXXC-DNA inh 12%, USP2a block 2%, hERG WT inh 5, B2AR arrestin -0.2%, GALK inh -3%, TRPV1 ag 27, Coupling enz -1 and Giardia killer -24.
For Cc1cccc(Cn2c(N3CCN(CCO)CC3)nc3c2c(=O)[nH]c(=O)n3C)c1 the results were Menin-MLL TR inh -10%, KCNH2 3.1 inh 29, PKM2 activator -2%, MLL CXXC-DNA inh 0%, USP2a block 5%, hERG WT inh 0, B2AR arrestin -0.6%, GALK inh 8%, TRPV1 ag -1, Coupling enz 3 and Giardia killer -2.
`COc1cccc(C2c3[nH]c4ccccc4c3CCN2Cc2cnn(C)c2)c1` (stereo not given) gave KCNH2 3.1 inh -14, PKM2 activator 0%, MLL CXXC-DNA inh 7%, USP2a block 3%, hERG WT inh 6, B2AR arrestin -0.1%, GALK inh 4%, TRPV1 ag 3, Coupling enz 1 and Giardia killer -15.
Screening Cc1cc(C)n(-c2nc3ccccc3c(=O)n2OC2CCCCC2)n1 returned Menin-MLL TR inh -17%, KCNH2 3.1 inh -19, PKM2 activator 6%, MLL CXXC-DNA inh 4%, USP2a block 3%, hERG WT inh -9, B2AR arrestin -0.3%, GALK inh 5%, TRPV1 ag 0, Coupling enz 3 and Giardia killer -2.
For Nc1ncnc(N2CCOCC2)c1N the results were Menin-MLL TR inh 0%, KCNH2 3.1 inh 4, PKM2 activator -2%, MLL CXXC-DNA inh 2%, USP2a block 2%, hERG WT inh inactive, B2AR arrestin -0.1%, TRPV1 ag 0, Coupling enz 0 and Giardia killer -11.
CC(C)=NOC(=O)c1ccc(-c2ccccc2)cc1 was read as Menin-MLL TR inh -10%, KCNH2 3.1 inh 2, PKM2 activator 2%, MLL CXXC-DNA inh 4%, USP2a block 0%, hERG WT inh -6, B2AR arrestin -0.8%, GALK inh 2%, TRPV1 ag inconclusive, Coupling enz -1 and Giardia killer -12.
COc1ccc(NC(=O)CN(C)S(=O)(=O)c2cnc[nH]2)cc1 was read as KCNH2 3.1 inh 1, MLL CXXC-DNA inh -4%, USP2a block 5%, hERG WT inh 1, B2AR arrestin 0.4%, GALK inh -2%, TRPV1 ag -5 and Giardia killer -24.
`CC(C)c1ccc(C(=O)OCC(=O)NC2CCCC2)cc1` gave Menin-MLL TR inh inconclusive, KCNH2 3.1 inh -15, MLL CXXC-DNA inh -4%, USP2a block -1%, hERG WT inh -6, B2AR arrestin 0.1%, TRPV1 ag 19, Coupling enz -1 and Giardia killer 1.
Screening Cc1nnsc1C(=O)N1CCC(C(=O)c2ccccc2)CC1 returned KCNH2 3.1 inh -8, PKM2 activator 9%, MLL CXXC-DNA inh 3%, USP2a block 3%, hERG WT inh 21, B2AR arrestin 0.2%, GALK inh -3%, TRPV1 ag 0, Coupling enz 2 and Giardia killer -2.
O=C(CSc1n[nH]c(=O)n1-c1cccnc1)Nc1ccccc1 was read as KCNH2 3.1 inh 3, PKM2 activator -8%, MLL CXXC-DNA inh -3%, USP2a block 3%, hERG WT inh -13, B2AR arrestin -1.0%, GALK inh 4%, TRPV1 ag 1 and Giardia killer 14.
Screening O=[N+]([O-])c1ccc(N2CCN(S(=O)(=O)c3ccccc3)CC2)cc1NCC1CCCO1 (stereo not given) returned Menin-MLL TR inh inconclusive, KCNH2 3.1 inh -9, PKM2 activator 7%, MLL CXXC-DNA inh -3%, USP2a block 4%, hERG WT inh 3, B2AR arrestin -0.7%, GALK inh 0%, TRPV1 ag 0, Coupling enz -1 and Giardia killer 5.
Screening Cc1c(-c2nnnn2-c2ccc(F)cc2)cnc2cc3c(cc12)OCO3 returned Menin-MLL TR inh -16%, KCNH2 3.1 inh -2, PKM2 activator 28%, MLL CXXC-DNA inh -10%, USP2a block 6%, hERG WT inh 1, B2AR arrestin -1.0%, GALK inh 1%, TRPV1 ag -3, Coupling enz 0 and Giardia killer 12.
For O=C(COC(=O)c1ccc(O)cc1)NC(=O)NCc1ccccc1 the results were KCNH2 3.1 inh 9, USP2a block -1%, hERG WT inh -2, B2AR arrestin 0.4%, TRPV1 ag 2 and Giardia killer -20.
`CC(Oc1ccccc1)C(=O)NC1=NCCS1` (stereo not given) gave Menin-MLL TR inh 7%, KCNH2 3.1 inh 0, PKM2 activator -1%, MLL CXXC-DNA inh -5%, USP2a block 4%, hERG WT inh 12, B2AR arrestin -0.1%, GALK inh 1%, TRPV1 ag 0, Coupling enz 2 and Giardia killer 2.
For NS(=O)(=O)c1ccc(NC(=S)NC(=O)c2ccco2)cc1 the results were Menin-MLL TR inh -11%, KCNH2 3.1 inh 16, PKM2 activator 3%&-5%, MLL CXXC-DNA inh inconclusive, USP2a block -2%&-2%, hERG WT inh -1, B2AR arrestin -0.2%&-0.6%, GALK inh 0%&0%, TRPV1 ag 2&1, Coupling enz 1&9 and Giardia killer 2.

Some of the compounds tested; count on the stated rates, not on these rows.
